Screening data deposited in PubChem BioAssay by The Scripps Research Institute Molecular Screening Center.
MITF primary = inhibitors of human MITF. O75030. AID 1259374. inhibition, % at 2.6 µM. AlphaScreen MITF homodimerization, bead proximity signal. 650,000 tested, 0.91% active; in the data active = inhibition above about 50%;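 also: 0% = vehicle wells with protein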
Target sequence (O75030 whole entry, looked up): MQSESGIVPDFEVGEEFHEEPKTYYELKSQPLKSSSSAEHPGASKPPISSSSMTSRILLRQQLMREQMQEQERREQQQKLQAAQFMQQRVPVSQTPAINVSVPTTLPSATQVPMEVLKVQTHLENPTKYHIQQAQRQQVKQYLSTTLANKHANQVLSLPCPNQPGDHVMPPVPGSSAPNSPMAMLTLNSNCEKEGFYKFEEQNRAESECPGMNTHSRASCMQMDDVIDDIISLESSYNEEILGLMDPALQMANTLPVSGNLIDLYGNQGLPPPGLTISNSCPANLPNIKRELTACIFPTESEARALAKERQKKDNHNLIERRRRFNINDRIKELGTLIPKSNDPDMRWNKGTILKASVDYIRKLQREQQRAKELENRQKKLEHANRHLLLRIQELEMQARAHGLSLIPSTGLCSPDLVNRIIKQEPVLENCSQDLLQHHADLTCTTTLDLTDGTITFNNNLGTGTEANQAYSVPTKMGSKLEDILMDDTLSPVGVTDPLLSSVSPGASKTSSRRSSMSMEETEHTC
TEAD-YAP inh = TEAD-YAP interaction inhibition | HEK-TIYL cells, TEAD-Gal4/YAP UAS-luciferase luminescence | inhibition, % at 9.12 µM | AID 1259422 | 640,000 tested, 1.4% active; in the data active = inhibition above about 32%;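 also: 0% = median of test compound wells and 100% = reference inhibitor wells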
FBW7 act = activators of human E3 ligase FBW7; Q969H0; AlphaScreen FBW7–phospho-cyclin E peptide binding, activator screen; normalized activity (activation), % at 26.1 µM; 650,000 tested, 0.13% active; in the data active = normalized activity above about 1.9%;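 also: purified mutant Fbw7 with reduced substrate affinity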
GPR151 ag = human GPR151 activation; activation, % at 11.2 µM; Q8TDV0; 650,000 tested, 1% active; PathHunter beta-arrestin GPR151 cells, luminescence; AID 1508602; in the data active = activation above about 4.9%;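 also: 0% = median of compound wells and 100% = cells with positive control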
Target sequence (Q8TDV0 whole entry, looked up): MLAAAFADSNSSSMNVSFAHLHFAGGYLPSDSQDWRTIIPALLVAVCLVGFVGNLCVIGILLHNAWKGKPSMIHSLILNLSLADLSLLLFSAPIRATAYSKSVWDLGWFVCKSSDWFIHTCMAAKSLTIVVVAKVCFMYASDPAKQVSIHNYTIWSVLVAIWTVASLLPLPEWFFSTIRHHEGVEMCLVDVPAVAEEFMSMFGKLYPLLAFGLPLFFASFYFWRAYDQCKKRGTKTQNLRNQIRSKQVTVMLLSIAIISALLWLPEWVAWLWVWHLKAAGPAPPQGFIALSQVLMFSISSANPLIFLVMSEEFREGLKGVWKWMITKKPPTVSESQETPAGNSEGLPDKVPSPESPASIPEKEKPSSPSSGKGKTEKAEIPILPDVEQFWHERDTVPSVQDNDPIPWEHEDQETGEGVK
Starred values were filed as active, the others as inactive.

The line under a structure holds: MITF primary	TEAD-YAP inh	FBW7 act	GPR151 ag
OC1(C#CCN2CCCCC2)CCCCC1
→ 3	-10	0.0	-0.6
Cc1cccc(N2CCN(C(=O)CCn3c(=O)[nH]c4ccsc4c3=O)CC2C)c1 (centres undefined)
→ 10	16	0.1	0.0
CC(C)C(OC(=O)Cc1ccc(Cl)c(Cl)c1)C(=O)NC(N)=O (centres undefined)
→ 6	2	-0.1	-0.3
O=C(NCC1COC2(CCCCC2)O1)c1cccc(F)c1 (centres undefined)
→ 5	6	-0.1	0.6
O=C1N[C@@H](Cc2cnc[nH]2)C(=O)N2CCN(C(=O)c3ccc(F)cc3)C[C@H]12
→ -20	-3	-0.2	6.0*
CC(C)c1ccc(C2/C(=C(/O)c3ccc(F)cc3)C(=O)C(=O)N2Cc2cccnc2)cc1 (centres undefined)
→ -8	-2	-0.1	-0.9
Cc1ccnc2nc(C(=O)Nc3nc(-c4cccs4)cs3)nn12
→ 14	-17	-0.3	-0.5
COc1ccc(OC)c(N(CC(=O)Nc2c(C)cccc2C(C)C)S(C)(=O)=O)c1
→ 4	-7	-0.1	2.0
CC(=O)c1sc(NCc2ccc(C)cc2)nc1C
→ -2	-66	0.2	-1.8
Cc1ccc(Cc2cnc(NC(=O)COc3ccc(Br)cc3)s2)cc1
→ -17	-7	-0.1	0.4
NC(=O)N1CCC(=O)Nc2ccccc21
→ 11	2	0.2	-1.5
CC1=Nc2cc(C(=O)N3CCOCC3)ccc2Sc2c(C)ccc(C)c21
→ 19	-9	0.1	-0.3
COc1ccc(N2CCN(C(=O)Cn3nnc(-c4ccc(OC)c(OC)c4)n3)CC2)cc1
→ 11	22	0.2	-0.4
Cc1cc(=O)[nH]c(N/N=C/C2=C(Cl)c3cc(Cl)ccc3SC2)n1
→ 4	1	-0.1	-0.5
COc1ccc(C2(c3ccc(O)cc3O)CC(c3ccco3)NC(=S)N2)cc1 (centres undefined)
→ 27	2	0.1	-1.0
CCOC(=O)c1sc2nc(SCc3cccc([N+](=O)[O-])c3)n(CCC3=CCCCC3)c(=O)c2c1C
→ 2	1	0.0	1.1
O=C(NCCOC(=O)c1cccc([N+](=O)[O-])c1)c1cccnc1
→ -13	-8	-0.1	1.0
O=C(NCCC1=CCCCC1)C1CC12CCN(C(=O)CCc1nc3ccccc3[nH]1)CC2 (centres undefined)
→ -3	-5	-0.3	0.2
COCCNc1nc(-c2cccc(O)c2)ccc1C(=O)N1CCN(C)CC1
→ -11	3	-0.1	-0.4
CC1Cc2ccccc2N1S(=O)(=O)c1ccc2c(c1)c(=O)n(C)c(=O)n2C (centres undefined)
→ 2	11	-0.1	-0.1
COc1ccc(Cl)cc1N1C(=O)CC(N2CCC(C)CC2)C1=O (centres undefined)
→ 7	7	0.0	0.3
COc1ccc(OCc2cc(C(=O)N(C)CC3CCCCO3)no2)c(Cl)c1 (centres undefined)
→ 10	-28	0.9	0.6
Cc1ccc2nc(NCCN3CCOCC3)c3nnnn3c2c1
→ -8	5	-0.1	1.4
CC(=O)Nc1cc2c(C)cc(=O)oc2c2c(Nc3cccc(C)c3)coc12
→ 14	-10	0.2	-0.1
O=C(CN1CCC(NC(=O)Nc2ccc(Cl)cc2)CC1)Nc1cccc2ccccc12
→ 0	6	-0.1	-0.5
COC(=O)C1=CN(C)C=C(C(=O)OC)C1c1cccc(F)c1
→ 0	2	0.2	-1.3
O=C(Nc1cccc(-c2cn3ccsc3n2)c1)C1CCCCC1
→ -11	-41	0.5	-1.2
COc1ccc(-c2cnnc(N/N=C/c3ccc([N+](=O)[O-])o3)n2)cc1
→ 7	10	0.1	3.9
CCOC(=O)c1c(NC(=O)CNCC(O)CO)sc(C)c1C (centres undefined)
→ -11	-16	-0.3	5.3*
C/C(CC(C)C)=N\NC(=O)C1C2CCCCC21 (centres undefined)
→ -18	-39	-0.5	-0.1
CCC1(CC)NC(=O)N(CC(=O)OCC(=O)Nc2ccc(C(F)(F)F)cc2)C1=O
→ 3	6	-0.1	0.7
Cc1cc(/C=C(\C#N)c2ccc(Cl)cc2)c(C)n1-c1cccc([N+](=O)[O-])c1
→ -10	6	-0.4	1.5
CCn1c(=O)cc(SCC(=O)N2CCCCCC2)c2ccccc21
→ 6	-13	0.0	0.1
CN(C1CC(C)(C)N(O)C(C)(C)C1)S(=O)(=O)CC12CCC(CC1=O)C2(C)C (centres undefined)
→ 4	2	0.0	1.2
CC1=C(C(=O)NCc2ccccc2)SCCO1
→ 4	-16	0.3	-0.4
C=CCNCCCOc1cccc(OCC)c1
→ -4	-4	0.0	-0.8
COc1ccc(NC(=O)C(=O)NCCCO)cc1
→ 6	-19	-0.1	-0.4
C=CCNS(=O)(=O)c1sccc1/C=N/O
→ 10	-1	0.2	0.3
NC(=O)c1cccc(-c2cccs2)n1
→ 46	-3	-0.2	-0.3
CC(C)(CN1CCN(Cc2ccccc2)CC1)NS(=O)(=O)c1ccccc1
→ -5	-1	0.0	0.9
Cn1nc(C(=O)N2CCc3ccc(NC(=O)Cc4ccccc4F)cc3C2)ccc1=O
→ -7	-5	-0.1	1.9
Cc1cccc(CC(=O)Nc2cnn(-c3ccccc3C(=O)NC3CCOCC3)c2)c1
→ 10	0	0.1	0.3
Cc1cc(C)nc(N2CCC(C(=O)Nc3ccc(Cl)c(Cl)c3)CC2)n1
→ 7	4	0.0	0.1
Nc1c(C(=O)Nc2cc(C(F)(F)F)ccc2Cl)sc2nc3c(cc12)CCCCC3
→ 12	-2	0.1	-1.0
COC(=O)COc1ccc(S(=O)(=O)N2CCCCC2)cc1Cl
→ -2	1	0.1	-0.4

Seven structures out of the list, ordered by SMILES length, ascending.
The line under a structure holds: MITF primary	TEAD-YAP inh	FBW7 act	GPR151 ag
C=CCNCCCOc1cccc(OCC)c1
→ -4	-4	0.0	-0.8
COc1ccc(NC(=O)C(=O)NCCCO)cc1
→ 6	-19	-0.1	-0.4
COC(=O)COc1ccc(S(=O)(=O)N2CCCCC2)cc1Cl
→ -2	1	0.1	-0.4
Cc1cc(C)nc(N2CCC(C(=O)Nc3ccc(Cl)c(Cl)c3)CC2)n1
→ 7	4	0.0	0.1
Cc1cccc(CC(=O)Nc2cnn(-c3ccccc3C(=O)NC3CCOCC3)c2)c1
→ 10	0	0.1	0.3
Nc1c(C(=O)Nc2cc(C(F)(F)F)ccc2Cl)sc2nc3c(cc12)CCCCC3
→ 12	-2	0.1	-1.0
CN(C1CC(C)(C)N(O)C(C)(C)C1)S(=O)(=O)CC12CCC(CC1=O)C2(C)C (centres undefined)
→ 4	2	0.0	1.2

Two compounds drawn at random from the list so far:
The line under a structure holds: MITF primary	TEAD-YAP inh	FBW7 act	GPR151 ag
Cn1nc(C(=O)N2CCc3ccc(NC(=O)Cc4ccccc4F)cc3C2)ccc1=O
→ -7	-5	-0.1	1.9
Nc1c(C(=O)Nc2cc(C(F)(F)F)ccc2Cl)sc2nc3c(cc12)CCCCC3
→ 12	-2	0.1	-1.0

(further entries)
The line under a structure holds: MITF primary	TEAD-YAP inh	FBW7 act	GPR151 ag
O=C1C2C3c4ccccc4C(CO)(c4ccccc43)C2C(=O)N1c1ccc(F)cc1 (centres undefined)
→ -4	5	-0.1	-0.5
COc1cc(OC)cc(C(=O)NC(=S)Nc2nc3c(s2)CC(C)CC3)c1 (centres undefined)
→ 18	-20	0.8	-0.5
Cc1cccc(-n2c(O)c(/C=N/NC(=O)C34CC5CC(CC(C5)C3)C4)c(=O)[nH]c2=O)c1
→ 6	-21	-1.7	0.3
O=C(Nc1nn[nH]n1)c1ccc(F)cc1
→ 2	8	-0.3	-0.1
CCCCN1C(=O)c2ccc(C(=O)Nc3ccc(OCC(=O)O)cc3)cc2C1=O
→ 2	2	0.0	-0.2
Cc1ccc(F)cc1NC(=O)CN1C(=O)c2ccc([N+](=O)[O-])cc2C1=O
→ 13	7	0.9	-0.1
O=c1cc(CN2CCN(Cc3ccc4c(c3)OCO4)CC2)c2cc3c(cc2o1)CCCC3
→ 1	-3	-0.2	0.6
CC(C)[C@H]1CN(Cc2ccco2)CCN1C(=O)c1ccc(Cn2cccn2)o1
→ 4	4	0.1	-0.4
Cc1c2cnn(CC(=O)N3CCC(C(N)=O)CC3)c(=O)c2c(C)n1Cc1ccccc1
→ 3	-10	0.0	-1.4
CCN(CC)c1ccc(CNCc2ccco2)cc1
→ 10	4	-0.1	1.3
Cc1cc(NC(=O)C2CC(c3cccc(Br)c3)=NO2)n(-c2ccccc2)n1 (centres undefined)
→ 14	12	0.1	4.9
COc1cccc(CC2(CO)CCN(Cc3cccn3-c3ncccn3)CC2)c1
→ -9	5	-0.3	12*
Cc1ccc(COc2ccccc2C=C2C(=O)NC(=S)NC2=O)cc1
→ -13	-42	0.1	-2.2
Cc1c(N(C(=O)c2ccc(F)cc2)C(C)C)c(=O)n(-c2ccccc2)n1C
→ -1	5	-0.1	-0.2
CCN(CC)C(=O)CN1C(=O)C(C)Oc2ccccc21 (centres undefined)
→ 0	3	-0.4	0.1
COCCCNCCOCCOc1ccc(C)cc1C(C)(C)C
→ 39	-13	-0.2	-0.3
N#CCc1nc(C23CC4CC(CC(C4)C2)C3)cs1
→ 8	1	0.8	-0.1
Cc1ccc(Cl)c2c1NC(=O)C2(O)CC(=O)c1ccc(Br)s1 (centres undefined)
→ -6	-4	0.0	-0.3
CCCCCCNC(=O)c1c[nH]c2ccc(S(=O)(=O)N3CCOCC3)cc2c1=O
→ -4	11	-0.2	-0.8
CCOC(=O)COc1ccc(/C=C2/NC(=O)N(Cc3ccccc3F)C2=O)cc1OCC
→ 22	11	0.1	0.0
COc1ccc(Cl)cc1S(=O)(=O)N1CCOC(c2ccccc2)C1 (centres undefined)
→ -13	0	0.0	1.1
CCSCCOC(=O)C1=C(C)NC2=C(C(=O)C(C(=O)OC)C(C)C2)C1c1ccc(C(=O)OC)cc1 (centres undefined)
→ -4	-8	0.0	1.1
COc1ccc(-c2nnc(SCC(C)C)o2)cc1
→ -5	-54	0.2	-0.4
O=C(NC1CC1)[C@@H]1C=CCN1S(=O)(=O)c1cccc(F)c1
→ -8	2	-0.1	-0.5
CC1CCN(C(=O)CSc2nc3ccccc3n2CC(=O)N2CCOCC2)CC1
→ -5	4	-0.1	-0.3
CC1(C)CC2(CCO1)OC(=O)CC2C(=O)NCc1ccccc1 (centres undefined)
→ -10	-5	0.1	5.6*
C=CCSc1nnc(C2CCCN(Cc3ccc4c(c3)OCCO4)C2)n1C (centres undefined)
→ 3	3	-0.1	2.4
CCCCOC(=O)c1ccc(NC(=O)c2c(OC)cccc2OC)cc1
→ 16	-6	0.1	0.3
COc1ccc(C(=O)N/N=C(/C)CC(=O)Nc2ccccn2)cc1OC
→ 60*	-4	0.6	1.3
CC(=O)c1ccccc1OC(=O)c1ccc([N+](=O)[O-])cc1
→ 7	6	0.0	0.2
COc1ccc(C(=O)Nc2nc3ccc(S(C)(=O)=O)cc3s2)cc1[N+](=O)[O-]
→ -13	12	0.1	1.2
C/C(=N\NC(=O)c1ccc(NS(=O)(=O)c2cccs2)cc1)c1ccc(Cl)s1
→ 12	-12	0.5	0.3
O=C(O)c1c[nH]c2c(C(=O)O)cccc2c1=O
→ 18	3	-0.2	0.5
NC(=O)c1ccnc(Nc2nccc3ccccc23)c1
→ 10	-2	0.2	-2.4
CCS(=O)(=O)N1CCN=C1SCc1ccc(C)cc1
→ -2	4	0.0	0.0
O=C(Cn1c(=O)n(Cc2ccco2)c2ncccc21)NC1CCCCC1
→ -1	-11	0.1	-0.3
COc1cc2cc(C#N)c(SCC(=O)Nc3ccccc3)nc2cc1OC
→ 4	-5	-0.1	0.0
Cc1ccc(CC(=O)N2CCN(c3ccc([N+](=O)[O-])cc3)CC2)cc1
→ 3	11	0.0	-0.9
CCc1c(C)sc(NC(=O)COCc2cc(-c3ccc4c(c3)OCO4)on2)c1C#N
→ 6	-5	-0.1	-0.8
CCOc1ccccc1OCCOc1ccc(C=O)cc1OC
→ -3	4	0.0	-1.0
CC(C)(C)c1ccc(C(=O)Oc2ccc(/C=N/N=C(N)N)cc2)cc1
→ 15	1	0.0	0.2
CC(C)N(NC(=O)c1cccc2ccccc12)C(C)C
→ 0	-10	0.5	0.0
CCOC(=O)C1(CCOc2ccccc2)CCN(Cc2c(C)nn(CC)c2C)CC1
→ -15	29	0.0	-2.0
COc1ccccc1N1CCN(C2CCCN(C(=O)C3=NN(C)C(=O)CC3)C2)CC1 (centres undefined)
→ 1	8	0.3	2.9
COc1ccc(C)cc1N1C(=S)NC(C)(C)C=C1C
→ 0	10	-0.1	0.1
O=C(CC12CC3CC(CC(Br)(C3)C1)C2)Nc1ccc(F)cc1
→ -6	-9	0.0	-1.0
